# Assay outcomes from PubChem BioAssay.
# SR-BI uptake up = activators of SR-BI mediated DiI-HDL uptake, primary screen, ldlA[mSR-BI] CHO cells, DiI fluorescence; 320,000 compounds, 0.096% hits; AID 504775, 2011; activation, % at 12.5 µM; 3 h; 100 = double the neutral-control signal;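 active = mean replicate activation of at least 60% and every replicate at or above 60%; inconclusive = mean or all-replicate condition met, but not both; inactive = mean below 60% and not all replicates reaching 60%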;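 also: 0% = median plate neutral-control signal and 100% = twice that signal; values of inactives mirror those of a sister screen read the other way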
#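 Material – SR-BI-overexpressing, LDLR-lacking CHO cells · Medium – BSA-supplemented, HEPES-buffered Ham's F12, pH 7.4 · Doses – single concentration · Times – compound with DiI-HDL co-incubation, 3 h at 37 °C · Measured by – bottom-read fluorescence, 550/595 nm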
# PfHsp90 yeast 2 = growth inhibition of PfHsp90-expressing yeast, primary screen, antimalarial PfHsp90 inhibitor project, S. cerevisiae, BacTiter-Glo luminescence, single point, set 2 | AID 504621, 2011 | inhibition, % at 9.4 µM | BacTiter-Glo ATP, 48 h; yeast lacking PDR1 and PDR3 efflux regulators | 310,000 compounds, 0.32% hits;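 active = every replicate shows inhibition above about 80%, whatever the replicate mean, limit read from the data; inconclusive = mean inhibition reaches the set limit but some replicate falls short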;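 also: 0% = DMSO neutral controls and 100% = 20 µM radicicol positive controls; yeast relying on Plasmodium falciparum Hsp90 in place of its own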
# NSD2 inh = NSD2 histone methyltransferase inhibitors, primary screen, biochemical, AlphaScreen, single concentration, set 2; 310,000 compounds, 0.54% hits; NSD2 peptide methylation, 120 min; inhibition, % at 12.5 µM; Histone-lysine N-methyltransferase NSD2 (Homo sapiens), O96028; AID 743445, 2014; in the data active = inhibition above about 50%
# MITF TRPM1 HTS = activators of MITF-driven TRPM1 promoter reporter, primary screen, cell-based, SK-MEL-5, luciferase, single point. activation, % at 12.5 µM. AID 588334, 2011. SK-MEL-5 TRPM1-promoter luciferase, 24 h; % of positive control, neutral wells = 0. 300,000 compounds, 0.75% hits;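 active = mean activation of at least 80% with every replicate also reaching 80%; inconclusive = mean reaches 80% but some replicate falls short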;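 also: 0% = neutral control wells and 100% = parthenolide positive control wells; values of inactives mirror those of a sister screen read the other way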
# CAL PDZ FP-1 = CAL PDZ peptide-binding inhibitors, primary screen, biochemical, fluorescence polarization, Cer-tagged CAL PDZ, HTS | purified CAL PDZ, TMR-peptide fluorescence polarization, 1 h | Golgi-associated PDZ and coiled-coil motif-containing protein (Homo sapiens), Q9HD26 | AID 504414, 2011 | 330,000 compounds, 0.02% hits | inhibition, % at 20 µM;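 active = highest replicate inhibition of at least 40%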;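 also: plate controls were DMSO neutral control wells for no effect and unlabeled competitor peptide control wells for full effect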
#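 Test system: tagged CAL PDZ domain / Buffer or medium: sodium phosphate/NaCl buffer pH 7.4 with TCEP, IgG, Thesit / Reagent: TMR-labelled reporter peptide T*-PRC34 bound in PDZ groove / Compound dosing: single point, 20 µM / Schedule: 1 h incubation at room temperature before polarization reading / Technique: fluorescence polarization (mP) / Benchmarks: unlabelled peptide, DMSO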
# CAL PDZ FP-2 = untagged CAL PDZ binding inhibitors, primary screen, biochemical, fluorescence polarization, HTS; Golgi-associated PDZ and coiled-coil motif-containing protein (Homo sapiens), Q9HD26; purified CAL PDZ, TMR-peptide fluorescence polarization, 1 h; inhibition, % at 24.9 µM; 300,000 compounds, 0.92% hits; AID 602252, 2012;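 active = mean inhibition of at least 30% with at least half of replicates also reaching 30%; inconclusive = no clear call, values can overlap the other calls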;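 also: 0% = DMSO neutral control and 100% = excess unlabeled competitor peptide PRC23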
# SR-BI DiI inh = inhibitors of SR-BI mediated HDL lipid uptake, primary screen, ldlA[mSR-BI] cells, fluorescence, single point; Scavenger receptor class B member 1 (Mus musculus), Q61009; ldlA[mSR-BI] CHO cells, DiI-HDL uptake fluorescence, 3 h; inhibition, % at 12.5 µM; 320,000 compounds, 0.96% hits;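 active = mean replicate inhibition of at least 70% and a set share of replicates each scoring 70 or more; inconclusive = meets just one of the two criteria; inactive = fails both criteria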;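 also: 0% = median of neutral control wells and 100% = median of positive control wells; values of inactives mirror those of a sister screen read the other way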
# Target sequence (Q61009 whole entry, looked up): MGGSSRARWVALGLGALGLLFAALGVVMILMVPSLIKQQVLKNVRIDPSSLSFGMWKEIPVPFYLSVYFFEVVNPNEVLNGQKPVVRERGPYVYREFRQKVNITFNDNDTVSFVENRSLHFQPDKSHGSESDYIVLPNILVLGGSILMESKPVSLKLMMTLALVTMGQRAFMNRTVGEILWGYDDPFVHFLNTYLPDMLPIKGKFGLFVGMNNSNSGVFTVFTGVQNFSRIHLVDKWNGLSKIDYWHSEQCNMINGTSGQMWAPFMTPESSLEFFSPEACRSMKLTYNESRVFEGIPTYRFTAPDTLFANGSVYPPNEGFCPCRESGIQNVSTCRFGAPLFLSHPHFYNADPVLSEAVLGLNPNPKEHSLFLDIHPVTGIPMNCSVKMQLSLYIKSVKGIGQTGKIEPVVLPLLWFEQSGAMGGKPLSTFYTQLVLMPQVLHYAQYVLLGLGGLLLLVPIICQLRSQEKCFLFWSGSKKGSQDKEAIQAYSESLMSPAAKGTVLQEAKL
# dFosB act = activators of delta FosB homodimer, primary screen, biochemical, fluorescence polarization, TAMRA-CDK5 oligo, single point; AID 493131, 2011; Protein FosB (Mus musculus), P13346; purified delta FosB; percent of positive-control signal above neutral wells; 340,000 compounds, 0.99% hits; activation, % at 25 µM;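 active = mean activation above about 17%, with every replicate also reaching it, limit read from the data, passing the limit was not always enough; inconclusive = only one of the two conditions met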;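 also: fluorescence polarization rise as delta FosB binds a TAMRA Cdk5 AP-1 oligo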
# Rtt109 Vps75 = inhibitors of C. albicans Rtt109/Vps75 HAT, primary screen, biochemical, ThioGlo CoA-SH fluorescence, plate reader; Histone acetyltransferase RTT109 (Candida albicans (strain SC5314 / ATCC MYA-2876)), …; 330,000 compounds, 0.16% hits; inhibition, % at 34.9 µM; AID 540336, 2011; purified Rtt109/Vps75, 4 h;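 active = inhibition of at least 50% in every replicate; inconclusive = best replicate reaches 50% inhibition but some replicates fall short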
# Target sequence (Q5AAJ8 whole entry, looked up): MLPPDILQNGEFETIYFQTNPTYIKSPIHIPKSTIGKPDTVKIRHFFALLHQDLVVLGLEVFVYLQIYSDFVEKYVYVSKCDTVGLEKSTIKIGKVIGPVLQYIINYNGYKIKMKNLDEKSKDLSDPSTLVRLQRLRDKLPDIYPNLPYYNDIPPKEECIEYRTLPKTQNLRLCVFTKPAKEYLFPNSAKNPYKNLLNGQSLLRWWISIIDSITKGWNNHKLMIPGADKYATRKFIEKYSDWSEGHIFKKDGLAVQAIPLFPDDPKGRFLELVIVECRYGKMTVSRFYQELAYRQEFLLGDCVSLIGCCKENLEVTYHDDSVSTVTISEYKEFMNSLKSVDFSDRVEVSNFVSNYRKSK
# PvdQ acylase = P. aeruginosa PvdQ acylase inhibitors, primary screen, biochemical, fluorescence, plate reader and imaging, single point; 340,000 compounds, 0.063% hits; inhibition, % at 10 µM; purified PvdQ acylase; AID 488965, 2010; in the data active = inhibition above about 30%, passing the limit was not always enough; inconclusive = no clear call, values can overlap the other calls;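 also: 0% = vehicle neutral wells and 100% = reference inhibitor wells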
# An asterisk follows results filed as active; ? = inconclusive; · = not tested or not shown.
SMILES,SR-BI uptake up,PfHsp90 yeast 2,NSD2 inh,MITF TRPM1 HTS,CAL PDZ FP-1,CAL PDZ FP-2,SR-BI DiI inh,dFosB act,Rtt109 Vps75,PvdQ acylase
CC1Cc2ccccc2N1C(=O)C(C)n1cc(C(F)(F)F)cc(Cl)c1=O (stereo unspecified),-25.9,10.4,-4.5,-10.1,-0.3,-6.1,25.9,-0.4,32.1,3.2
COc1ccc2cc(C(=O)NCc3ccccc3)c(=O)oc2c1,17.1,-4.1,-3.5,77.3,0.2,-2.9,-17.1,1.3,-3.5,-7.9
C/C(CS(=O)(=O)c1ccc(Cl)cc1)=N/NC(N)=S,-56.5,-16.6,8.8,1.0,-2.2,-2.4,56.5,-10.7,2.1,-2.6
O=C(CSc1nc2c(oc3ccccc32)c(=O)n1CC1CCCO1)NCc1ccc(F)cc1 (stereo unspecified),2.0,·,3.4,5.1,-2.8,-3.9,-2.0,5.8,4.8,2.7
O=C1CN(S(=O)(=O)c2cccc(Br)c2)CCN1,29.8,·,-2.0,-7.4,0.1,·,-29.8,2.6,2.6,-7.2
COc1cc(OC)cc(C(=O)NNC(=O)CCNS(=O)(=O)c2ccc(Br)cc2)c1,·,-4.0,0.8,-5.5,-3.8,-4.3,2.3,1.7,·,0.2
O=C(CC1C(=O)NCCN1CC(c1ccccc1)c1ccccc1)NCCc1cn[nH]c1 (stereo unspecified),1.4,16.4,1.3,-3.5,-0.6,3.2,-1.4,-3.6,3.8,-0.5
O=Cc1cn(CCC(=O)O)nc1-c1cccc(Br)c1,9.6,-7.8,2.8,1.7,-1.4,·,-9.6,-6.5,-5.5,-3.1
COc1ccccc1C(=O)Nc1ccc2c(c1)OCCO2,-2.0,-3.7,-1.0,36.9,-0.6,-0.8,2.0,-3.1,-5.7,-1.3
O=C(CCn1c(=O)[nH]c2ccsc2c1=O)NCCc1ccc(Cl)cc1,-5.4,-10.9,0.0,-1.1,-2.5,-3.3,5.4,-7.3,-5.4,-9.5
COc1ccc(NC(=O)NNC(=O)COc2ccc3cc(Br)ccc3c2)c(OC)c1,-1.0,-37.4,18.8,-2.3,-2.5,1.1,1.0,82.2*,-2.1,-16.3
CC(C(=O)NCc1ccccc1)N(Cc1ccccc1Cl)C(=O)c1snc(C(N)=O)c1N (stereo unspecified),-84.4,16.9,-3.5,4.7,-1.8,-2.0,84.4*,-3.7,7.3,12.4
COc1cccc(-c2cc(C(=O)Nc3cc(C)on3)no2)c1,-24.2,-16.2,-2.6,54.8,-2.3,-1.2,24.2,3.0,-1.3,-4.6
Cc1cccc(C)c1NC(=O)/C(=C/c1ccco1)c1ccccc1,-17.0,-7.1,1.5,12.1,-2.0,8.2,17.0,-5.7,-3.2,12.0
CCOc1ccc(S(=O)(=O)NN2Cc3ccccc3C2=N)cc1,20.1,13.1,-2.4,-13.3,-2.2,-2.2,-20.1,5.6,-2.1,8.4
CCN(CC)S(=O)(=O)N1CCN(S(=O)(=O)N2CCOCC2)CC1,1.1,8.0,-1.7,14.4,0.1,-3.3,-1.1,-5.9,1.7,-18.7
COc1ccc(C(CCN2CCCC(C)C2)c2c(OC)cc(OC)c3c2OC(=O)CC3c2cc(OC)c(OC)c(OC)c2)cc1 (stereo unspecified),33.3,·,·,-4.9,-3.4,-3.3,-33.3,-8.0,7.3,-7.6
CCOC(=S)SCC(=O)N1CCc2cc(OC)ccc2C1C1C(=O)CCCC1=O (stereo unspecified),24.5,15.6,-2.5,-13.8,-0.9,-0.8,-24.5,-6.2,-3.2,-9.5
CC1CCCN(S(=O)(=O)c2ccc([N+](=O)[O-])cc2)C1 (stereo unspecified),18.3,-42.2,-0.7,-10.2,-11.7,-3.2,-18.3,-11.2,1.1,-7.9
COCCCNc1ncnc2c1cnn2-c1ccc(C)cc1C,-7.8,-28.9,-3.4,2.6,-1.0,-0.5,7.8,-8.7,3.6,-7.7
CCOC(=O)c1cnn(-c2ccccc2)c1NC(=O)c1ccccc1,-13.8,-20.9,-1.2,-1.2,·,-3.7,13.8,5.8,2.6,-16.2
Cc1ccc(NC(=O)C2CC(=O)N(c3ccc4c5c(cccc35)CC4)C2)cc1 (stereo unspecified),-36.7,-1.9,0.5,16.4,-4.5,-1.7,36.7,-23.5,12.7,-11.6
Cc1ccc(-c2nsc(SCC(=O)NCC3CCCO3)n2)cc1 (stereo unspecified),-1.3,-5.6,-7.8,17.7,0.6,-16.9,1.3,-4.2,7.3,2.2
COc1ccccc1-c1cc(C(=O)N2CCN(S(=O)(=O)c3ccc(C)cc3)CC2)[nH]n1,6.2,18.0,·,16.6,1.3,-1.4,-6.2,4.0,9.5,-5.9
COc1ccc(/C=N/n2c(=O)[nH]c3c([nH]c4ccc(Br)cc43)c2=O)cc1CN1CCOCC1,-2.1,-24.5,-4.9,·,-0.2,·,2.1,28.3*,1.9,-9.5
CCC(C)c1ccccc1N1CC(C(=O)Nc2ccc(C)c(S(=O)(=O)N3CCOCC3)c2)CC1=O (stereo unspecified),-3.1,·,0.5,-19.7,-2.4,-3.0,3.1,-7.0,3.2,-8.2
O=CN1CCN(C(=O)c2ccccc2Cl)CC1,0.7,-6.9,-0.8,-9.2,-1.6,-2.6,-0.7,-1.8,-0.5,-13.9
CNC(=S)N(CCc1c(C)[nH]c2ccc(C)cc12)Cc1ccco1,-16.4,-10.5,·,-9.6,-0.5,·,16.4,-16.1,-5.5,-4.7
COc1cc2oc(=O)cc(-c3ccc(-c4ccc(CO)cc4)cc3)c2c(OC)c1OC,-7.6,38.4,·,16.0,-2.3,-3.7,7.6,-10.9,-14.8,5.4
CC(=O)Nc1ccc(NC(=O)CSc2nnc(NC(=O)c3cccc(F)c3)s2)cc1,-0.4,7.6,·,11.3,-1.7,-4.7,0.4,3.2,-3.7,-7.3
COc1ccc(NC(=S)NCc2ccc3c(c2)cc(C)n3C)cc1,-17.3,-15.6,·,-1.8,-2.3,·,17.3,-11.0,-4.0,4.5
CCOC(=O)c1[nH]c(C)c(C(=O)NCc2ccc(OC)cc2)c1C,3.4,9.0,·,-7.6,0.4,-3.6,-3.4,4.6,5.1,-6.5
CN=c1scc(C)n1/N=C/c1ccc(O)c(O)c1O,-9.7,28.8,25.1,-3.4,-1.2,-2.6,9.7,-12.3,24.3,15.9
Cn1ncc([N+](=O)[O-])c1C(=O)Nc1ccc(-c2ccccc2)cc1,-20.3,-24.7,-3.7,·,-0.5,-2.9,20.3,9.2,-0.9,-13.3
Oc1ccc(Cl)cc1-c1cc(-c2ccccc2)n[nH]1,-27.6,4.4,·,0.7,-2.3,·,27.6,14.1,-6.4,-3.2
CCOc1cc(NC(=O)C2CCCCC2)c(OCC)cc1NC(=O)c1ccco1,8.3,29.9,-1.1,10.5,0.0,-7.9,-8.3,-6.3,-2.1,-14.9
Fc1cccc(Cl)c1-c1nnc2ccc(N3CCOCC3)nn12,33.5,-15.6,0.7,·,0.3,-4.2,-33.5,-4.4,6.7,-8.6
Cc1cccc(N(C(=O)c2snc(C(N)=O)c2N)C(C(=O)NCc2ccccc2)c2ccncc2)c1 (stereo unspecified),·,2.3,4.6,27.2,-0.9,3.0,·,0.6,12.9,0.9
CC(C)C(CCN1C(=O)c2ccccc2C1=O)c1ccco1 (stereo unspecified),-10.7,-30.6,4.7,·,-0.2,1.1,10.7,1.6,11.1,-16.2
Oc1c(Br)cc(Br)cc1/C=N/N1CCN(Cc2ccccc2)CC1,13.5,-31.4,1.1,-41.6,-2.1,-2.4,-13.5,-5.7,-2.9,5.0
CN(C)C(CNC(=O)c1cccc(S(=O)(=O)Nc2ccccc2Cl)c1)c1ccccc1 (stereo unspecified),0.3,-26.8,2.0,17.1,-1.3,1.0,-0.3,-16.9,6.9,1.8
O=C(COC(=O)COc1ccc(Nc2ccccc2)cc1)NCc1ccco1,24.0,-1.7,4.6,-1.4,0.5,-2.6,-24.0,-6.6,7.6,-4.9
Cc1ccc(NC(=O)c2ccc3c(=O)n4c(nc3c2)CCC4)cc1F,-51.1,-16.9,0.7,71.0,-2.5,·,51.1,-7.8,7.3,5.7
COc1ccc(C2/C(=C(/O)c3ccc(F)cc3)C(=O)C(=O)N2CCCN(C)C)cc1 (stereo unspecified),8.7,14.4,29.7,-0.7,1.0,-2.1,-8.7,7.3,-7.8,-16.2
COc1ccc(/C=C/C(=O)c2ccccc2)cc1COc1ccccc1F,16.2,-4.2,0.9,17.4,-2.9,-1.7,-16.2,-9.1,2.8,9.3
O=C1[C@@H](Oc2ccccc2)[C@@H](c2cccnc2)N1c1ccccc1,-2.5,8.7,·,-23.4,-0.1,-11.1,2.5,-3.8,0.0,-13.1
COc1ccc(C(=O)Nc2cc(C)on2)cc1,17.8,5.3,-2.0,33.9,0.0,·,-17.8,-15.7,3.1,23.1
O=c1[nH]c2cc3c(cc2cc1CN(Cc1nnnn1CC1CCCO1)C1CCCC1)OCO3 (stereo unspecified),-0.5,0.5,·,-0.5,·,6.6,0.5,-3.5,-1.2,9.2
COc1cccc(/C(C)=N/Nc2ncc(Cl)cc2Cl)c1,-11.0,6.7,-1.2,65.0,-1.8,-2.4,11.0,-4.6,5.1,8.5
CCOc1ccc2nc(SC3CC(=O)N(c4cccc(OC)c4)C3=O)sc2c1 (stereo unspecified),-70.8,5.8,-5.0,18.4,-2.0,-2.5,?,-1.6,-6.6,-17.0
CCN(CC(=O)NC(C)C)C(=O)C(CCSC)NC(=O)c1cccc(C)c1 (stereo unspecified),13.6,-17.3,-3.3,·,-1.0,-1.9,-13.6,-11.8,7.3,2.0
S=C(NC12CC3CC(CC(C3)C1)C2)N1CCCC1,43.4,-3.9,4.1,14.5,-0.5,-0.1,-43.4,5.4,-0.3,-8.1
